OPRM1-OPRD1 inv = mu-delta opioid heterodimer inverse agonism | P35372+P41143 | cell-based MOR-DOR heterodimer luminescence | inhibition, % at 9.3 µM | hit rate 0.21% among 340,000; in the data active = inhibition above about 22%, passing the limit was not always enough;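 also: 0% = cells with DMSO and 100% = wells without cells with DMSO; values of inactives mirror those of a sister screen read the other way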
HTR5A ag ctr = activates human HTR5A in OPRM1-OPRD1 agonist counter-screen; P47898; hit rate 0.61% among 340,000; AID 504692; HTR5A agonist assay, luminescence, cell-based; activation, % at 9.3 µM; in the data active = activation mostly above about 9.5%, no sharp cut-off; inactive = mostly below about 7.6%;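 also: 0% = cells with vehicle only and 100% = reference agonist; strong numbers were not always called active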
Target sequence (P47898 whole entry, looked up): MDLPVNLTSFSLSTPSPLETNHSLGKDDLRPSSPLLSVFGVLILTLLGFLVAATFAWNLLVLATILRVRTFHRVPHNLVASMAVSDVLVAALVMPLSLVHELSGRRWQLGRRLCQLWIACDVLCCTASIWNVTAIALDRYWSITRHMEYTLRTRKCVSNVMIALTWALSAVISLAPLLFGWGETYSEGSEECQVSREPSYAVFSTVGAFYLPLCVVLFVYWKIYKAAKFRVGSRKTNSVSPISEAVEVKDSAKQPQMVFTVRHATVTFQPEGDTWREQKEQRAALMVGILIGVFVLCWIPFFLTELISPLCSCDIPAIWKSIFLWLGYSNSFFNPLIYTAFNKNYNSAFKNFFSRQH
Pemphigus Ab inh = human desmoglein-3 autoantibody binding inhibition. DSG3-coupled beads, scFv-anti-DSG3-GFP binding, flow cytometry; active compounds read low. binding (percent of control), % at 10 µM. hit rate 0.48% among 310,000;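 active = binding more than 3 SD below its plate's average and above zero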;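 also: hits lower antibody fragment binding to DSG3; some compounds called inactive have numbers as strong as hits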
PKA-R2B activ = activators of human PKA-R2B complex. activation, % at 11.4 µM. AID 504700. hit rate 0.079% among 340,000. PKA-R2B holoenzyme dissociation, Cy5-IP20 fluorescence polarization; R2B truncated from residue 108, S112A mutant; 0% DMSO only, 100% 113 µM cGMP. P22694+P31323;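 active = activation above a cutoff set at the mean over all compounds plus 3 SD, cut at about 18% in these data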;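 also: higher means more holoenzyme dissociation and a rise in polarization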
PKA-R1A act = PKA-R1A complex activation | P00514+P68181 | PKA-R1A dissociation, Cy5-IP20 fluorescence polarization; scaled: DMSO 0%, 113 µM cGMP 100% | activation, % at 11.4 µM | hit rate 0.083% among 340,000 | AID 504707;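 active = percent activation above the mean of all tested compounds plus 3 SD, cut at about 19% in these data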;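 also: higher means more PKAc released from R1A so a rise in polarization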
Arr AP2 block = blocks beta-arrestin peptide binding to AP2 adaptin. AID 504490. inhibition, % at 10 µM. FITC-arrestin peptide / GST-AP2 beads, flow cytometry; AP2 beta2 appendage carries R879A mutation. hit rate 0.31% among 340,000;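 active = inhibition above a set limit, near 3 SD of compounds lacking own fluorescence, cut at about 54% in these data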;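 also: plate controls were DMSO wells for no effect and 5 µM unlabelled arrestin peptide for full effect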
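System: GST-AP2 R879A bound to glutathione beads, E. coli-expressed. Also added: 50 nM FITC-arrestin peptide. Schedule: compound with beads 12 min RT, then probe 1 h RT. Signal: bead flow cytometry, FITC channel. Read-out basis: percent response.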
OPRM1-OPRD1 ag = agonists of human mu-delta opioid receptor heterodimerization. hit rate 0.3% among 340,000. activation, % at 9.3 µM. P35372+P41143. cells, OPRM1-OPRD1 heterodimerization, luminescence. AID 504326; in the data active = activation above about 18%;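 also: 0% = vehicle-treated cells and 100% = reference agonist; values of inactives mirror those of a sister screen read the other way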
DAGLB inh = diacylglycerol lipase beta (human) inhibition | HEK293T DAGLB membrane lysate, EnzChek fluorogenic substrate | inhibition, % at 5.17 µM | hit rate 0.059% among 340,000 | Q8NCG7; in the data active = inhibition above about 34%;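 also: 0% = enzyme with vehicle and 100% = wells lacking enzyme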
Target sequence (Q8NCG7 whole entry, looked up): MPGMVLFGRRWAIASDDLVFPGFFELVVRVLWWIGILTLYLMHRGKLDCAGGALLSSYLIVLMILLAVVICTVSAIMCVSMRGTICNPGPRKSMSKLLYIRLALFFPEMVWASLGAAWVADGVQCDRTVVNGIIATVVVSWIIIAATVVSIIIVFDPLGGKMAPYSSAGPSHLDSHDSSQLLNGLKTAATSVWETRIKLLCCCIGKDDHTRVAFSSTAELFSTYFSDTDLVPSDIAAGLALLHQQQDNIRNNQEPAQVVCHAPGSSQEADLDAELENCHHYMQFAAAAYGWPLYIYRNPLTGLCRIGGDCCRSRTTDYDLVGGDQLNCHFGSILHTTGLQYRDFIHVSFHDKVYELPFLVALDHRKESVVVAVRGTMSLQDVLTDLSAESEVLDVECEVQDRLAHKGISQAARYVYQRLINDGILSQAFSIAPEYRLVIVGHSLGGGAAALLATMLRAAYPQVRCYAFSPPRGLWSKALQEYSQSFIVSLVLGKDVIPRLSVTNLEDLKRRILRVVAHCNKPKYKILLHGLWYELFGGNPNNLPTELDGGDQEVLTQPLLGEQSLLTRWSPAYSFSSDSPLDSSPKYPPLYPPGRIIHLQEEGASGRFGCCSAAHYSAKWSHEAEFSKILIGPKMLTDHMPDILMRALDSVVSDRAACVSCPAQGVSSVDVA
V-ATPase pHluor = yeast V-ATPase proton transport regulation by pHLuorin; S. cerevisiae, pHLuorin cytosolic pH fluorescence; response, % at 10 µM; hit rate 0.37% among 350,000; AID 504577; in the data active = response mostly above about 7.3%, no sharp cut-off; inactive = mostly below about 5.4%; also: actives read high; inactives centre near 0; some compounds called inactive have numbers as strong as hits; reference of the scale not given here
HTR5A inv ctr = counter-screen for OPRM1-OPRD1 inverse agonists: human HTR5A inverse agonism. P47898. HTR5A cell line, luminescence. inhibition, % at 9.3 µM. hit rate 0.083% among 340,000. AID 504634; in the data active = inhibition mostly above about 23%, no sharp cut-off; inactive = mostly below about 18%;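 also: 0% = cells with DMSO and 100% = no-cell wells with DMSO; some compounds called inactive have numbers as strong as hits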
The depositor's hits bear a star; . = no result given.

1	CN(CCc1ccccn1)C(=O)Nc1cc(Cl)cc(Cl)c1
2	O=C(Cc1ccc(Br)cc1)N1CCN(C(=O)c2ccccc2)CC1
3	CCC1=NN(C(=O)Cc2ccc([N+](=O)[O-])cc2)C(O)(C(C)(C)C)C1 (configuration not stated)
4	O=C(Cc1noc2ccccc12)Nc1ccccn1
5	CN(c1ccccc1)S(=O)(=O)c1cccc(NC(=O)CSc2nnc(C3CC3)n2C)c1
6	CSc1nnc(SCC(=O)NC(=O)c2ccccc2)s1
7	COC(=O)c1ccc(COc2cccc3c2CCN(Cc2ccccc2)C3=O)o1
8	N#Cc1ccc(NC(=O)c2cc(-c3cccs3)on2)cc1
9	COc1ccc(S(=O)(=O)N2CCOC23CCN(C(=O)c2ccc(Cl)cc2Cl)CC3)cc1
10	CCOc1ccc(-n2c(SCC(=O)NCc3ccco3)nnc2-c2c[nH]c3ccccc23)cc1
screen / no.	1	2	3	4	5	6	7	8	9	10
OPRM1-OPRD1 inv	12	6	-8	17	3	8	6	11	9	-15
HTR5A ag ctr	4	1	0	2	-6	3	0	0	1	2
Pemphigus Ab inh	108	88	95	90	111	101	.	81	.	95
PKA-R2B activ	5	-2	-22	-8	-2	-8	1	-10	6	5
PKA-R1A act	-10	0	-7	-15	-2	-2	-10	-4	-2	-12
Arr AP2 block	6	-8	5	20	8	5	-1	38	-14	-6
OPRM1-OPRD1 ag	-2.3	-1.6	1.1	-2.8	-0.8	-1.2	-1.2	-2.0	-1.8	2.7
DAGLB inh	-1	0	-2	-1	-2	1	-4	-1	1	-2
V-ATPase pHluor	-4	2	-3	1	-3	0	-4	4	2	0
HTR5A inv ctr	-2	-2	-1	6	14	1	17	-1	-5	-29

The list goes on; the last two above are carried over.
9	COc1ccc(S(=O)(=O)N2CCOC23CCN(C(=O)c2ccc(Cl)cc2Cl)CC3)cc1
10	CCOc1ccc(-n2c(SCC(=O)NCc3ccco3)nnc2-c2c[nH]c3ccccc23)cc1
11	CC(=O)c1ccccc1NC(=O)CCCNC(=O)c1ccc(Cl)cc1
12	Cc1c(C(=O)O)sc2nc(CSc3ncc(C(F)(F)F)cc3Cl)[nH]c(=O)c12
13	CN(C)S(=O)(=O)c1ccc(NC(=O)COC(=O)c2ccccn2)cc1
14	O=C(O)CCn1cc(C2CC(c3ccccc3)=NN2c2ccccc2)c(-c2ccccc2)n1 (configuration not stated)
15	Cc1ccccc1NNC(N)=S
16	NCCOc1ccc(C2CCCCC2)cc1
17	CCOC(=O)c1c(C)[nH]c(C)c1S(=O)(=O)N(C)CC(=O)NCc1ccc(C)cc1
18	Cc1nn(CC(=O)Nc2cccc(S(N)(=O)=O)c2)c(C)c1[N+](=O)[O-]
19	COc1ccc2cc(-c3ccon3)ccc2c1
20	Cn1c(SCC(=O)N/N=C/C=C\c2ccco2)nc2ccccc21
screen / no.	9	10	11	12	13	14	15	16	17	18	19	20
OPRM1-OPRD1 inv	9	-15	-6	2	2	10	8	-21	14	6	1	12
HTR5A ag ctr	1	2	3	-2	1	1	2	4	1	-2	1	-2
Pemphigus Ab inh	.	95	97	91	98	105	.	126	.	95	97	99
PKA-R2B activ	6	5	3	4	0	-8	2	6	1	8	2	-10
PKA-R1A act	-2	-12	-10	-2	-2	-3	-4	-3	6	-8	-8	-12
Arr AP2 block	-14	-6	-8	-2	17	-7	8	10	-13	43	10	9
OPRM1-OPRD1 ag	-1.8	2.7	0.8	-0.4	-0.5	-1.9	-1.8	4.0	-2.5	-1.3	-0.3	-2.5
DAGLB inh	1	-2	-2	-1	-3	9	1	1	1	2	-5	-3
V-ATPase pHluor	2	0	2	-2	1	1	-2	-1	2	-1	-3	-1
HTR5A inv ctr	-5	-29	-10	-1	-3	-2	-6	16	-5	13	-3	4

21	COc1ccc2[nH]c(=O)c(CN(Cc3nnnn3Cc3ccco3)C3CCCCC3)cc2c1
22	CN(C)S(=O)(=O)c1cc(C(=O)NCc2ccccc2)c(Cl)cc1Cl
23	Cc1nn(CC(=O)NCc2ccccc2F)c(C)c1[N+](=O)[O-]
24	O=C1CCN2C=Nc3cccc4ccc1c2c34
25	O=C(c1ccco1)N1CCCSC1=Nc1ccccc1
26	COc1ccc(NC(=S)NC(NC(=O)CCl)C(Cl)(Cl)Cl)c([N+](=O)[O-])c1 (configuration not stated)
27	Clc1cccc(Sc2ccc(-c3ccccn3)s2)c1
28	CCn1c(SCc2cccc(F)c2)nc2c(c1=O)SCC2
29	CCOc1ccccc1NC(=O)CCCc1nc2ccccc2c(=O)[nH]1
30	C=C1C[C@H](O[C@@H]2O[C@H](CO)[C@@H](O)[C@H](O)[C@H]2O)[C@@H]2[C@H](OC(=O)[C@H]2C)[C@H]2[C@H](C)[C@H](O)C[C@@H]12
screen / no.	21	22	23	24	25	26	27	28	29	30
OPRM1-OPRD1 inv	-6	7	7	-19	4	-31	-16	0	24	-4
HTR5A ag ctr	0	2	4	3	5	3	1	0	4	5
Pemphigus Ab inh	103	101	95	109	101	90	.	.	98	98
PKA-R2B activ	-4	3	-7	-7	-6	-5	-1	7	-17	-5
PKA-R1A act	-15	-1	-3	-7	10	-9	7	-5	-6	-10
Arr AP2 block	-1	-3	9	12	11	-1	-7	49	32	2
OPRM1-OPRD1 ag	1.0	-1.3	-1.1	3.2	-0.8	4.3	3.1	0.0	-4.5	0.7
DAGLB inh	10	-3	4	-79	1	7	-5	-2	-3	1
V-ATPase pHluor	0	1	7	1	0	-1	1	-2	-3	-1
HTR5A inv ctr	-9	-4	-10	-1	-12	-8	-9	0	-13	-16

Single records, as listed above. Order of values: OPRM1-OPRD1 inv	HTR5A ag ctr	Pemphigus Ab inh	PKA-R2B activ	PKA-R1A act	Arr AP2 block	OPRM1-OPRD1 ag	DAGLB inh	V-ATPase pHluor	HTR5A inv ctr
`CCOC(=O)c1c(C)[nH]c(C)c1S(=O)(=O)N(C)CC(=O)NCc1ccc(C)cc1` across the screens: 14	1	.	1	6	-13	-2.5	1	2	-5
`COc1ccc2cc(-c3ccon3)ccc2c1` across the screens: 1	1	97	2	-8	10	-0.3	-5	-3	-3
`CN(C)S(=O)(=O)c1cc(C(=O)NCc2ccccc2)c(Cl)cc1Cl` across the screens: 7	2	101	3	-1	-3	-1.3	-3	1	-4
`CCOc1ccccc1NC(=O)CCCc1nc2ccccc2c(=O)[nH]1` across the screens: 24	4	98	-17	-6	32	-4.5	-3	-3	-13

Next part.
31	COC(=O)c1ccc(=O)n(CC(=O)c2ccc(Cl)cc2)c1
32	Cc1cc(C)n2nc(C)c(-c3ccccc3)c2n1
33	CC1CCN(CCCOc2ccc(Cl)cc2Br)CC1
34	CC(OC(=O)Cn1cnc2c1c(=O)n(C)c(=O)n2C)C(=O)NC1(C#N)CCCCC1 (configuration not stated)
35	COc1ccc2[nH]c(C(=O)O)c(NS(=O)(=O)c3ccc(C)cc3C)c2c1
36	COCCNC(=O)C(c1ccc(Cl)cc1)N(C(=O)CCC(=O)Nc1ccccn1)C1CCCC1 (configuration not stated)
37	CCC(C)Oc1nc2c(c(=O)n(C)c(=O)n2C)n1C (configuration not stated)
38	CC(=O)N(C)c1ccc(N=Nc2c(C)[nH]n(-c3ccccc3)c2=O)cc1
39	O=C(N/N=C/CCc1ccccc1)c1ccccc1
40	COc1ccc(Br)cc1CNC(=O)Cc1cccs1
screen / no.	31	32	33	34	35	36	37	38	39	40
OPRM1-OPRD1 inv	7	8	-6	9	5	-1	1	8	5	-6
HTR5A ag ctr	-1	0	-5	7	4	5	-1	-5	-4	3
Pemphigus Ab inh	106	118	119	106	103	108	96	112	99	105
PKA-R2B activ	6	-6	3	3	5	9	-5	-5	-11	3
PKA-R1A act	5	-10	-4	-1	-1	-3	0	0	-9	1
Arr AP2 block	9	4	12	-6	-1	7	6	17	18	17
OPRM1-OPRD1 ag	-1.3	-1.7	1.3	-1.4	-1.0	0.2	-0.1	-1.6	-0.8	1.3
DAGLB inh	-1	-3	0	-2	2	-3	-1	-23	1	-5
V-ATPase pHluor	0	-4	1	-1	0	0	-1	3	-2	2
HTR5A inv ctr	-3	-2	13	-22	4	14	3	16	-5	-10

41	Cc1cccc2nc(CSC(=N)N)c(Br)n12
42	O=C1CCC(=O)N1OCCCCOc1ccccc1
43	COc1ccc2[nH]cc(C(=O)CN3CCC(C)CC3)c2c1
44	Cc1cccc(Nc2nc3c(S(=O)(=O)c4ccccc4)nnn3c3ccccc23)c1
45	CC(=O)N1CCN(C(=O)c2cc(S(=O)(=O)NCc3ccccc3)ccc2C)CC1
46	O=C(CSc1ccccc1)NCc1cccnc1
47	Cc1cccc(NC(=O)CNC(=O)c2cc(C3CC3)nn2-c2ccccc2)c1C
48	CCCCn1c(N)c(N(CCC(C)C)C(=O)c2cc(CC)c(C)s2)c(=O)[nH]c1=O
49	CCNS(=O)(=O)c1ccc(NC(=O)Cn2cc([N+](=O)[O-])cn2)cc1
50	COc1cc(/C=C2/NC(=O)NC2=O)cc(Br)c1OCc1cccc(C(=O)O)c1
screen / no.	41	42	43	44	45	46	47	48	49	50
OPRM1-OPRD1 inv	11	17	-9	11	22	9	13	2	-5	16
HTR5A ag ctr	6	-7	4	-4	-3	2	-5	4	-3	0
Pemphigus Ab inh	94	104	100	99	108	104	107	101	99	94
PKA-R2B activ	9	-5	1	-6	3	-5	9	-1	1	3
PKA-R1A act	12	3	-7	-9	11	-9	-4	2	5	5
Arr AP2 block	-9	3	9	-15	-22	10	32	-14	8	5
OPRM1-OPRD1 ag	-1.6	-4.1	1.7	-2.4	-4.2	-1.5	-2.5	-0.3	0.9	-2.8
DAGLB inh	0	-3	-2	-2	3	3	1	1	-2	1
V-ATPase pHluor	2	0	7	2	1	-2	24*	-3	1	-2
HTR5A inv ctr	0	18	-12	4	-16	-2	13	-3	8	-1

51	Cc1cc(C)nc(SCCC(=O)Nc2cccc3ccccc23)n1
52	COc1ccccc1-c1noc(-c2ccccc2C(=O)Nc2ccccc2)n1
53	Cc1nc(C)c(-c2ccn(C(=O)NC(C)C)n2)s1
54	CCC(C)n1c(SCC(=O)Nc2ccc3[nH]c(=O)[nH]c3c2)nc2ccccc2c1=O (configuration not stated)
55	O=S(=O)(NCC(c1ccccc1)N1CCNCC1)c1ccc(Cl)cc1 (configuration not stated)
56	CCOc1ccccc1N1CCN(CC(O)COc2ccc3c(C)cc(=O)oc3c2)CC1 (configuration not stated)
screen / no.	51	52	53	54	55	56
OPRM1-OPRD1 inv	9	-1	12	-7	0	3
HTR5A ag ctr	-3	0	-3	-1	-1	2
Pemphigus Ab inh	99	104	102	.	102	104
PKA-R2B activ	-1	12	7	-29	-10	8
PKA-R1A act	-18	-2	7	-8	0	5
Arr AP2 block	-3	14	41	0	1	7
OPRM1-OPRD1 ag	-1.5	0.2	-2.4	1.0	-0.1	-0.5
DAGLB inh	3	-4	-2	2	-2	2
V-ATPase pHluor	-3	2	0	1	3	2
HTR5A inv ctr	-5	1	-17	3	-6	5

Compound activity from PubChem.
